Screens: PubChem BioAssay, The Scripps Research Institute Molecular Screening Center
CHO-K1 Ca PAM = counter-screen for M1 PAMs: effect in parental CHO-K1 cells. ATP EC20, Fluo-8 calcium fluorescence; 0% at ATP EC20, 100% at ATP max. activation, % at 3 µM. actives 0.02% (n = 360,000);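 active means activation above the run cutoff, the mean activation of all test compounds plus 3 SD, cut at about 40% in these data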;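 further: peak over basal fluorescence ratio in a 140 s read after ATP addition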
CHRM5 PAM = positive allosteric modulators of human muscarinic M5 receptor | P08912 | actives 0.3% (n = 360,000) | AID 624038 | CHO-K1 hM5, Fluo-8 calcium, ACh EC20 PAM; 0% = ACh EC20, 100% = ACh EC100 | activation, % at 3 µM;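 active means activation above the run cutoff, the mean activation of all test compounds plus 3 SD, cut at about 18% in these data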
Target sequence (P08912 whole entry, looked up): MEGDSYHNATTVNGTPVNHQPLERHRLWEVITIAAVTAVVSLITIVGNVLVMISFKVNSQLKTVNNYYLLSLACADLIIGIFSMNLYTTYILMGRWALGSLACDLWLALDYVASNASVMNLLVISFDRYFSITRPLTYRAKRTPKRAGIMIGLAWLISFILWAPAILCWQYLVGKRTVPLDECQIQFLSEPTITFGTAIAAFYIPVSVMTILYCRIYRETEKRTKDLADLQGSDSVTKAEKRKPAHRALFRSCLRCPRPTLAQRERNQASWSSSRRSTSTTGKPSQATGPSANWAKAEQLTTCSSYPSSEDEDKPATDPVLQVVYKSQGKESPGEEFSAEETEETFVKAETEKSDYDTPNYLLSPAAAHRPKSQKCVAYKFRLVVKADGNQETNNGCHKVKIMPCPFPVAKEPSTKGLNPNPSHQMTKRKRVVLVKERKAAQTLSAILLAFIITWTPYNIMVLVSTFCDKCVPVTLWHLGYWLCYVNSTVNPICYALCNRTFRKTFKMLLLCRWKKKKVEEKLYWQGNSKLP
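Assay system: CHO-K1 hM5 cells / Incubation: Fluo-8 loading 80 min at 37 °C plus 30 min room temperature / Technique: Fluo-8 calcium dye fluorescence, kinetic read / Repeats: single replicate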
M4 PAM = potentiates acetylcholine response at human M4 receptor | actives 0.4% (n = 360,000) | AID 624126 | activation, % at 3 µM | P08173 | CHO-K1 hM4/Gqi5, Fluo-8 calcium fluorescence, ACh EC20; 0% = ACh EC20, 100% = maximal ACh;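 active means activation above its plate's cutoff, the mean activation of sample wells plus 3 SD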; further: some results filed as inactive read as strong as hits
Target sequence (P08173 whole entry, looked up): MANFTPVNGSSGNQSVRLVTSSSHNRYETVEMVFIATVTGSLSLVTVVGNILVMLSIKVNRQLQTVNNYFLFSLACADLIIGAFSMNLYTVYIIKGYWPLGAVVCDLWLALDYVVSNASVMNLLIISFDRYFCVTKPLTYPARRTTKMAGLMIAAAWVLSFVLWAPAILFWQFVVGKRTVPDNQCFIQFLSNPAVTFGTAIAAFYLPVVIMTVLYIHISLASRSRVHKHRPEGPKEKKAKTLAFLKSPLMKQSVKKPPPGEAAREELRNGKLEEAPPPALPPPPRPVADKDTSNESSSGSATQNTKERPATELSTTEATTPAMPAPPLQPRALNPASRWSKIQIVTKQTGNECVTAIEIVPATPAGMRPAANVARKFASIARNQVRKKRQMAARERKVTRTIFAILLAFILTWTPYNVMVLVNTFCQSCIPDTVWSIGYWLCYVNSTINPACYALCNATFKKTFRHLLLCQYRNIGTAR
CHRM5 antagonist = CHRM5 antagonism in calcium assay; P08912; actives 0.59% (n = 360,000); inhibition, % at 3 µM; CHO-hM5 cells, Fluo-8 calcium fluorescence, ACh EC80;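 active means inhibition above a per-plate cutoff, the mean of that plate's test compounds plus 3 SD, cut at about 27% in these data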;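 further: 0% = acetylcholine EC80 with DMSO and 100% = DMSO without agonist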
M4 antag = antagonists of human muscarinic M4 receptor (CHRM4); inhibition, % at 3 µM; P08173; CHO-hM4 cells, ACh EC80, Fluo-8 calcium fluorescence; AID 624125; actives 0.73% (n = 360,000);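 active means inhibition above its plate's cutoff, the mean inhibition of sample wells plus 3 SD, cut at about 27% in these data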;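 further: 0% = acetylcholine EC80 with DMSO and 100% = DMSO without agonist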
CHRM5 agonist = agonists of human muscarinic M5 receptor (CHRM5) | actives 0.19% (n = 360,000) | P08912 | activation, % at 3 µM | CHO-K1 hM5 cells, Fluo-8 calcium fluorescence; 0% DMSO wells, 100% maximal acetylcholine response;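 active means activation above the run's mean over test compounds plus 3 SD, cut at about 23% in these data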;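 further: signal is peak over basal fluorescence ratio across the kinetic read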
M4 ag = CHRM4 agonism in calcium assay; P08173; CHO-K1 hM4/Gqi5, Fluo-8 calcium fluorescence; vehicle 0%, full acetylcholine response 100%; activation, % at 3 µM; actives 0.14% (n = 360,000); AID 624127;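 active means activation above the run mean over all test wells plus 3 SD, cut at about 32% in these data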;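 further: peak over basal fluorescence ratio per well then scaled between controls; 0% = DMSO wells and 100% = acetylcholine at EC100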
CHO-K1 Ca ag = nonselective activator or artifact in parental CHO-K1 cells; Fluo-8 calcium fluorescence; scaled to maximal ATP response, vehicle zero; activation, % at 3 µM; actives 0.48% (n = 360,000); in the data active means activation above about 15%;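 further: untransfected CHO-K1 host cells lacking M1 receptor as counterscreen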
CHO-K1 Ca antag = M1 antagonist counterscreen hit in parental CHO-K1 cells. actives 0.6% (n = 360,000). ATP-induced calcium, Fluo-8 fluorescence. AID 602250. inhibition, % at 3 µM;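 active means inhibition above a per-plate cutoff, the plate's mean sample inhibition plus 3 SD, cut at about 24% in these data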;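 further: 0% = DMSO plus EC80 ATP and 100% = DMSO alone without ATP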
Starred values were filed as active, the others as inactive.

SMILES	CHO-K1 Ca PAM	CHRM5 PAM	M4 PAM	CHRM5 antagonist	M4 antag	CHRM5 agonist	M4 ag	CHO-K1 Ca ag	CHO-K1 Ca antag
O=C(CSc1nnc(-c2ccccc2)c(-c2ccccc2)n1)Nc1ncc(Cl)cc1Cl	14	-7	6	6	-7	1	1	-0.1	-4
CC(C(=O)N1CCN(C)CC1)N1C(=O)c2ccccc2C1=O (configuration not stated)	30	-5	-6	-1	5	-5	1	0.9	-14
Nc1nc(CSC(=S)N2CCOCC2)nc(Nc2ccc(F)cc2)n1	23	2	12	-3	5	-2	0	0.0	-6
COc1cccc2sc(N3CCN(C(=O)c4ccc([N+](=O)[O-])o4)CC3)nc12	17	-7	-6	18	2	0	11	2.6	-2
CCc1ccc(C(O)c2ncc(-c3ccc(C)cc3)[nH]2)cc1 (configuration not stated)	14	0	8	-6	-17	-1	4	1.1	-16
Cc1cccc(C(=O)Nc2nc(C)c(C(=O)Nc3ccc4c(c3)CCC4)s2)c1	6	-2	-4	0	-3	-2	0	-0.2	-18
CCc1nc2ccccc2n1CC(=O)N(C(C)CC)C1CCS(=O)(=O)C1 (configuration not stated)	7	11	6	6	5	-6	0	0.1	-3
O=C(c1ccc(Cl)c(Cl)c1)N1CCC(=O)N(C(CO)Cc2ccccc2)CC1 (configuration not stated)	11	-2	4	14	1	4	8	2.4	-10
NC(=O)c1nsc(C(=O)N(c2ccccc2F)C(C(=O)NCc2ccc(F)cc2)c2ccc(O)cc2)c1N (configuration not stated)	5	-8	-11	13	25	3	23	7.5	4
N=C1C(=O)OCC1c1ccccc1NC(=O)CN1CCCCC1 (configuration not stated)	9	-1	5	7	-5	-3	0	-0.1	2
O=C(CNC(=O)c1ccco1)OCC(=O)c1cccc2ccccc12	17	-3	8	-4	-6	-1	2	1.4	-13
COc1ccc(C2=NN(C(=O)c3ccccc3)C(c3ccc(OC)c(OC)c3)C2)c(OC(C)=O)c1 (configuration not stated)	-3	-2	-7	-2	-18	-2	5	0.5	-14
COc1cc(/C=C2/S/C(=N/S(=O)(=O)c3ccccc3)NC2=O)c([N+](=O)[O-])cc1OC	1	-1	-1	-3	0	2	0	0.8	4
CCN(CC)C(=O)[C@H]1CC(CC(=O)NC(C)(C)C)C(=O)N2CCc3c([nH]c4ccccc34)[C@]12C (some centres not stated)	7	0	-2	-6	-3	1	1	0.4	-4
CC(C)(C)c1ccccc1OCC(=O)NCCC(=O)O	15	2	11	-3	3	-1	0	0.8	-2
C[C@@H]1CN([C@@H](C)CO)C(=O)CCCn2nncc2CO[C@H]1CN(C)C(=O)Cc1ccccc1	5	3	0	6	1	0	0	0.3	1
Cc1cccc(NC(=S)Nc2cccc(C)n2)n1	2	3	-3	8	-3	-3	-1	-0.4	-7
COc1ccc(-c2n[nH]c(=S)n2-c2ccc3c(c2)OCCO3)cc1	15	-2	2	10	-4	-4	0	0.3	-5
Cc1ccc(-c2nn(CC(=O)NCc3cc(-c4nn(C)c(=O)c5ccccc45)ccc3C)c(=O)c3ccccc23)cc1	10	-8	-2	0	0	-4	0	0.3	2
Cn1cc(CCNC(=O)c2ccc3nc(Cc4ccccc4F)oc3c2)cn1	8	-7	-5	10	3	-1	4	4.7	1
CCNc1nc(Nc2ccc(C)c(Cl)c2)c2cnn(C)c2n1	21	-2	0	-2	-12	-3	3	-0.2	-20
Nc1[nH]n(-c2ccccc2)c(=O)c1N=Nc1ccccc1[N+](=O)[O-]	-9	-1	-3	0	-1	-4	2	0.1	-4
CCOC(=O)CC(=O)CSc1nc(-c2ccc3c(c2)OCO3)cc(C(F)(F)F)c1C#N	19	1	-2	6	4	0	0	1.0	-9
O=C(Nc1ccc(F)cc1F)C1CCN(C(=O)c2ccc(Br)cc2)CC1	-13	-7	0	16	-9	0	1	-0.3	11
CC(OC(=O)c1ccccc1OCc1ccc(Cl)cc1)C(N)=O (configuration not stated)	18	3	-1	0	-15	1	6	7.0	-24

Entries of single compounds from above. Order of values: CHO-K1 Ca PAM	CHRM5 PAM	M4 PAM	CHRM5 antagonist	M4 antag	CHRM5 agonist	M4 ag	CHO-K1 Ca ag	CHO-K1 Ca antag
Profile of CCc1nc2ccccc2n1CC(=O)N(C(C)CC)C1CCS(=O)(=O)C1 (configuration not stated) : 7	11	6	6	5	-6	0	0.1	-3
Profile of CCc1ccc(C(O)c2ncc(-c3ccc(C)cc3)[nH]2)cc1 (configuration not stated) : 14	0	8	-6	-17	-1	4	1.1	-16
Profile of COc1cc(/C=C2/S/C(=N/S(=O)(=O)c3ccccc3)NC2=O)c([N+](=O)[O-])cc1OC : 1	-1	-1	-3	0	2	0	0.8	4

More entries follow:
SMILES	CHO-K1 Ca PAM	CHRM5 PAM	M4 PAM	CHRM5 antagonist	M4 antag	CHRM5 agonist	M4 ag	CHO-K1 Ca ag	CHO-K1 Ca antag
CC(=O)c1cccc(-c2ccnc3c2CC(C(=O)NC(C)C)O3)c1 (configuration not stated)	9	0	2	-2	-3	1	0	0.2	-6
C/C(=N\NC(=O)c1cc(O)ccc1O)c1cccc(NC(=O)c2cccc(Cl)c2)c1	3	-13	-3	21	-4	-3	1	1.3	-10
CC(=O)c1cccc(NC(=O)CCN2C(=O)C3C4CCC(C4)C3C2=O)c1 (configuration not stated)	17	-1	5	7	-16	-5	1	0.3	-8
CCC1CCCCN1CCCNC(=O)C(C)n1nc(C)c2sc3ccccc3c2c1=O (configuration not stated)	21	-7	-10	11	3	-10	0	-0.1	-17
O=C(Nc1ccc2c(c1)OCO2)C1CCN(Cc2cnn(-c3ccccc3)c2-n2cccc2)CC1	7	-5	-5	5	8	-4	2	0.5	-7
C=CCNC(=S)NNC(=O)c1cc(-c2cccnc2)nc2ccccc12	-15	-6	-5	7	1	-2	2	0.7	-3
CCOC(=O)C1=C(C)N=c2s/c(=C\c3ccc(OCC(=O)O)cc3)c(=O)n2C1c1ccc(OC(C)C)cc1 (configuration not stated)	-14	11	9	-2	-5	2	1	0.1	11
COc1cccc(CNc2nc3nc(C)cc(=O)n3[nH]2)c1	20	3	12	-2	4	1	0	1.0	-4
COc1cccc(CCNS(=O)(=O)CCNC(=O)c2cccc(OC)c2)c1	10	-3	-2	5	-2	-4	2	-0.5	9
CCN1C(=O)c2cccc3c(S(=O)(=O)NCCCN4CCOCC4)ccc1c23	20	-5	0	2	4	1	1	0.8	-15
Cn1ncc(Br)c1C(=O)Nc1ccc(Br)cn1	-10	3	0	9	-4	1	0	0.2	9
COc1ccc(-n2ccn3c(CCC(=O)N4CCN(c5cccc(C)c5C)CC4)nnc3c2=O)cc1	1	1	6	-2	-5	-5	1	0.5	-3
O=S(=O)(c1ccccc1)c1nc(-c2ccco2)oc1Nc1ccccc1	21	5	-1	-17	-4	1	-1	0.1	-7
CC(C)N1CCN(Cc2ccc(-c3ccccc3)cc2)CC1CCO (configuration not stated)	6	-6	-14	7	17	-8	4	3.2	-7
O=C(/C=C\NCC(=O)c1ccccc1)c1ccccc1	15	-9	2	8	6	2	1	0.2	-5
CCOC(=O)C1CN(C(C)(C)C)C(=O)C1=O (configuration not stated)	6	5	9	-4	6	1	0	0.3	10
COc1ccccc1C1CC(=O)Oc2cc(C)cc(C)c21 (configuration not stated)	16	0	-4	-12	-15	-3	-1	-0.5	-1
CCCOc1ccccc1-c1nc2c([nH]1)c(=O)[nH]c(=O)n2C	10	-4	4	-1	-7	-4	4	0.9	-6
O=C(NCCCn1ccnc1)Nc1ccc2c(c1)OCO2	-6	6	6	-4	-9	-5	0	-0.3	-11
N#Cc1ccc(S(=O)(=O)N2CCCCC2c2cc(C(=O)NCc3ccccc3)no2)cc1 (configuration not stated)	9	-3	0	-1	-12	0	4	1.2	-8
O=C(OCc1nc2ccccc2[n+]([O-])c1C(=O)c1ccccc1)c1ccco1	-19	-7	-16	13	8	2	1	0.7	24*
COc1ccc(C2C(CN3CCOCC3)C(=O)N2c2ccccc2)cc1 (configuration not stated)	-23	0	-10	7	2	3	0	0.4	18
O=C(CSc1ccccc1)NC1CCCCCCC1	3	-1	-6	5	-9	-8	0	-0.8	4
COc1ccc(/C=C(/CC(=O)Nc2ccccc2)c2nc3ccccc3s2)cc1	11	6	5	5	3	-3	-2	-0.8	-6
CC(C)Oc1ccc(C2C(C#N)=C(N)Oc3c2oc(CO)cc3=O)cc1 (configuration not stated)	19	5	-2	3	7	0	1	15*	2

Continued:
SMILES	CHO-K1 Ca PAM	CHRM5 PAM	M4 PAM	CHRM5 antagonist	M4 antag	CHRM5 agonist	M4 ag	CHO-K1 Ca ag	CHO-K1 Ca antag
CCCCOc1ccc(C(=O)NCC(=O)NCC(c2cccs2)N2CCOCC2)cc1 (configuration not stated)	-6	-1	4	13	-13	0	2	0.0	-12
Cn1c(SCc2cccc(Br)c2)nc2ccccc2c1=O	8	2	-7	7	10	3	3	3.4	8
CCOc1ccc(OCc2cccc(C(=O)N3CCCCCC3)c2)cc1	21	-5	-3	0	1	0	2	4.2	-12
O=C(O)C1CSC(c2ccco2)N1 (configuration not stated)	15	-4	0	4	0	1	1	-0.2	-2
COC(=O)Cc1[nH]nc2c1C(c1ccc(O)c(OC)c1)C(C#N)=C(N)O2 (configuration not stated)	7	-1	3	10	-12	1	0	0.7	-9
Cc1noc(C)c1C(=O)OCC(=O)Nc1ccc(C(N)=O)cc1	-2	5	4	-2	-5	5	0	0.4	-5
Cc1ccc(S(=O)(=O)Nc2ncnc3sccc23)cc1C	13	2	7	4	0	1	0	-0.1	-2
CCc1nnc(NS(=O)(=O)c2ccc(NCc3ccccc3O)cc2)s1	15	6	-3	-4	7	-1	1	0.1	8
Cc1ccc(N(CC(=O)Nc2ccc(Br)c(C)c2)S(=O)(=O)c2c(C)[nH]c(=O)[nH]c2=O)cc1	17	0	7	4	3	-4	1	0.3	-1
COc1ccc(NS(=O)(=O)c2ccc3oc(SCc4ccc(F)cc4)nc3c2)cc1	13	-8	-9	11	21	1	4	4.0	3
CCNC(=O)CC1C(=O)N(c2ccc(F)cc2)C(=O)N1Cc1ccccn1 (configuration not stated)	-8	-1	-3	-1	4	-1	0	-0.1	-3
O=C(CCC(=O)NNC(=O)COc1ccc(Br)cc1Br)NCc1ccccc1	25	8	11	1	-5	-2	1	0.8	-11
CC(C)Oc1cc(NC(=O)CSCC(=O)Nc2cccc(C(F)(F)F)c2)c(Cl)cc1Cl	8	-3	-4	4	8	0	0	1.4	-13
CC(C)c1ccccc1NC(=S)NCc1ccccc1F	-5	2	0	-10	-2	-6	1	0.1	-1
CN(CC(=O)N1CCN(c2ccc(F)cc2)CC1)S(=O)(=O)c1ccc2c(c1)c(=O)n(C)c(=O)n2C	5	5	3	6	3	-2	2	14	0
O=C(CN1CCN(C/C=C/c2ccccc2)CC1)NC(=O)NC1CCCCC1	3	1	-15	2	7	-12	0	1.6	-6
CCC1(c2ccccc2)NC(=O)N(CC(=O)NC2CCCC2)C1=O (configuration not stated)	1	1	12	3	3	1	0	0.9	-2

Among those listed so far, these contain a CF3 group.
SMILES	CHO-K1 Ca PAM	CHRM5 PAM	M4 PAM	CHRM5 antagonist	M4 antag	CHRM5 agonist	M4 ag	CHO-K1 Ca ag	CHO-K1 Ca antag
CCOC(=O)CC(=O)CSc1nc(-c2ccc3c(c2)OCO3)cc(C(F)(F)F)c1C#N	19	1	-2	6	4	0	0	1.0	-9
CC(C)Oc1cc(NC(=O)CSCC(=O)Nc2cccc(C(F)(F)F)c2)c(Cl)cc1Cl	8	-3	-4	4	8	0	0	1.4	-13
